# Bioassay records deposited in PubChem BioAssay by several laboratories.
# Keap1 Nrf2 FP – Keap1-Nrf2 (human) interaction inhibition; AID 504523; inhibition, % at 9.4 µM; 340,000 compounds, 0.15% hits; Keap1 Kelch-Nrf2 peptide fluorescence polarization, 1536-well; in the data active = inhibition above about 12%;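 note: human Keap1 Kelch domain with fluorescein labeled Nrf2 9mer peptide probe; 0% = neutral control wells and 100% = peptide positive control; higher means more block of Keap1 binding to Nrf2 peptide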
# LANA DNA inh – KSHV C-LANA DNA binding inhibition. MBP-C-LANA/FAM-LBS DNA binding, fluorescence polarization. inhibition, % at 9 µM. 340,000 compounds, 0.078% hits;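 active = highest replicate inhibition at or above 60% at 9 µM, even if other replicates fall short; inactive = all replicates below 60% inhibition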;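 note: 0% = neutral control wells and 100% = 4 µM acridine orange control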
# RTF Ca sens act – increases calcium sensitivity of human cardiac regulated thin filaments | P19429+P45379 | IANBD-labeled TnC RTF fluorescence at EC20 calcium; 0% EC20 calcium, 100% full calcium | activation, % at 7.2 µM | 340,000 compounds, 0.24% hits | AID 493008;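 active = activation above the mean over all tested compounds plus 3 SD, cut at about 30% in these data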;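 note: rise in fluorescence read as greater calcium sensitivity of cardiac thin filaments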
# Arr AP2 block – blocks beta-arrestin peptide binding to AP2 adaptin. FITC-arrestin peptide / GST-AP2 beads, flow cytometry; AP2 beta2 appendage carries R879A mutation. inhibition, % at 10 µM. 340,000 compounds, 0.31% hits. AID 504490;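 active = inhibition above a set limit, near 3 SD of compounds lacking own fluorescence, cut at about 54% in these data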;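 note: plate controls were DMSO wells for no effect and 5 µM unlabelled arrestin peptide for full effect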
#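 System: GST-AP2 R879A glutathione beads. Medium: PBS with 0.05% Tween 20 and 0.1% BSA. Also added: FITC-arrestin peptide, 50 nM. Incubation: 12 min plus 1 h, RT. Measured by: high-throughput flow cytometry of beads, ex 488, em 535 nm. Evaluation: percent drop in bead-associated FITC signal.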
# V-ATPase pHluor – yeast V-ATPase proton transport regulation by pHLuorin; 350,000 compounds, 0.37% hits; response, % at 10 µM; S. cerevisiae, pHLuorin cytosolic pH fluorescence; in the data active = response mostly above about 7.3%, no sharp cut-off; inactive = mostly below about 5.4%; note: actives read high; inactives centre near 0; some compounds called inactive have numbers as strong as hits; reference of the scale not given here
# Cardiac RTF inh – cardiac RTF calcium desensitization; P19429+P45379; 340,000 compounds, 0.12% hits; inhibition, % at 7.15 µM; IANBD-labeled cardiac RTF, Ca2+ fluorescence;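 active = inhibition above the mean inhibition of all tested compounds plus 3 SD, cut at about 17% in these data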;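 note: assay run at fixed EC70 calcium of 1.6 mM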
# MOR-DOR ag – OPRM1-OPRD1 heterodimerization agonism; P35372+P41143; cells, luminescence; activation, % at 9.3 µM; 340,000 compounds, 0.3% hits; in the data active = activation above about 18%;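 note: 0% = vehicle-treated cells and 100% = reference agonist; values of inactives mirror those of a sister screen read the other way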
# Target sequence (P35372 whole entry, looked up): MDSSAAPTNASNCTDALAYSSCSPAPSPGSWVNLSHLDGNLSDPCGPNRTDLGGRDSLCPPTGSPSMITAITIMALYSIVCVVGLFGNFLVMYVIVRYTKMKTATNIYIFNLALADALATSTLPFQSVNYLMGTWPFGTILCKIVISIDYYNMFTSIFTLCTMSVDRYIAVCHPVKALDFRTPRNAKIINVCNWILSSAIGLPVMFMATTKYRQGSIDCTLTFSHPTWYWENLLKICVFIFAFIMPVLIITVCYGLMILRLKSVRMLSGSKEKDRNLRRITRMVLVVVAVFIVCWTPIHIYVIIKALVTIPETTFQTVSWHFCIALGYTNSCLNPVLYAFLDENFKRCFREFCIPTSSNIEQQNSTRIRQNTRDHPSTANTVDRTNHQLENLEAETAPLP
# Target sequence (P41143 whole entry, looked up): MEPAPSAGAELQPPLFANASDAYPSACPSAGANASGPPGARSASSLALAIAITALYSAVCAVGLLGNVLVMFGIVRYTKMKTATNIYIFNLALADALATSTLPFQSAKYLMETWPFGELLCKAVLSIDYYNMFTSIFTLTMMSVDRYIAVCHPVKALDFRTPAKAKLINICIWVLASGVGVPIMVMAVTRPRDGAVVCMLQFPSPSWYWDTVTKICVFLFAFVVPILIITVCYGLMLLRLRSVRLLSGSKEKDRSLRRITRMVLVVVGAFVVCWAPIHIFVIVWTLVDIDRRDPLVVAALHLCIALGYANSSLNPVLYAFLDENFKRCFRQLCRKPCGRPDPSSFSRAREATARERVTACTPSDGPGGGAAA
# MOR-DOR inv ag – inverse agonists of human mu-delta opioid receptor heterodimerization; P35372+P41143; cell-based MOR-DOR heterodimer luminescence, inverse agonism; inhibition, % at 9.3 µM; 340,000 compounds, 0.21% hits; in the data active = inhibition above about 22%, passing the limit was not always enough;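 note: 0% = cells with DMSO and 100% = wells without cells with DMSO; values of inactives mirror those of a sister screen read the other way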
# Pemphigus Ab inh – human desmoglein-3 autoantibody binding inhibition; P32926; DSG3-coupled beads, scFv-anti-DSG3-GFP binding, flow cytometry; hits give low values; 310,000 compounds, 0.48% hits; binding (percent of control), % at 10 µM; AID 588358;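 active = binding more than 3 SD below its plate's average and above zero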;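 note: hits lower antibody fragment binding to DSG3; some compounds called inactive have numbers as strong as hits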
# Wnt bcat act – Wnt/beta-catenin pathway activation; 300,000 compounds, 1.2% hits; Wnt/beta-catenin reporter cell assay, activator, plate reader; activation, % at 9.35 µM; in the data active = activation above about 30%, passing the limit was not always enough;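 note: 0% = neutral control wells and 100% = positive control wells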
# * = called active by the depositor; · = not tested or not shown.
# Start of the listing, in advance (3 entries):
SMILES,Keap1 Nrf2 FP,LANA DNA inh,RTF Ca sens act,Arr AP2 block,V-ATPase pHluor,Cardiac RTF inh,MOR-DOR ag,MOR-DOR inv ag,Pemphigus Ab inh,Wnt bcat act
Cc1cc(CNC(=O)COc2c(F)c(F)cc(F)c2F)c2ccccc2n1,-2,-1.0,-4,2,9,-1,-0.1,1,101,2
COCCNC(=O)c1cccc(OC2CCN(Cc3ccc(F)cc3OC)CC2)c1,1,-1.0,1,-7,2,3,-2.6,12,109,0
NC(=O)C1(N2CCCCC2)CCN(C(=O)c2ccc(-n3cnnn3)cc2)CC1,-3,-1.6,8,1,-3,-1,0.8,-4,102,·

# The listing, from the first entry:
SMILES,Keap1 Nrf2 FP,LANA DNA inh,RTF Ca sens act,Arr AP2 block,V-ATPase pHluor,Cardiac RTF inh,MOR-DOR ag,MOR-DOR inv ag,Pemphigus Ab inh,Wnt bcat act
Cc1cc(CNC(=O)COc2c(F)c(F)cc(F)c2F)c2ccccc2n1,-2,-1.0,-4,2,9,-1,-0.1,1,101,2
COCCNC(=O)c1cccc(OC2CCN(Cc3ccc(F)cc3OC)CC2)c1,1,-1.0,1,-7,2,3,-2.6,12,109,0
NC(=O)C1(N2CCCCC2)CCN(C(=O)c2ccc(-n3cnnn3)cc2)CC1,-3,-1.6,8,1,-3,-1,0.8,-4,102,·
CN(C)c1ccc(CN(C(=O)c2cccs2)C2CCS(=O)(=O)C2)cc1 (centres undefined),-5,-0.1,9,2,0,1,0.9,-5,109,-1
O=C(CN1C(=O)NC2(CCCC2)C1=O)OCc1ccc(Br)cc1,-3,-1.3,2,51,7,-14,-0.8,4,96,-1
CC(=O)c1ccc(-c2nnc(CCC(=O)N(C)Cc3cnc4ccccn34)o2)s1,-2,0.4,6,6,-1,2,0.9,-4,100,0
CCOc1ccc(C2Oc3nc(SC)nnc3-c3ccccc3N2C(C)=O)cc1OC (centres undefined),-3,-1.3,-2,4,0,-1,-2.2,11,108,1
Cc1ccc(-c2nc(S(=O)(=O)c3ccc(F)cc3)c(SCC(=O)NCC3CCCO3)o2)cc1 (centres undefined),-1,-0.4,-7,-8,1,-21,-1.2,7,·,-7
Cc1c(OCc2nn[nH]n2)ccc2c3c(c(=O)oc12)CCC(C)C3 (centres undefined),-2,-0.3,0,-4,-1,-2,-3.3,16,102,·
CN1C(=O)c2oc3ccccc3c(=O)c2C1c1ccccn1 (centres undefined),2,0.0,-4,-6,-1,-1,-5.0,21,·,·
Cc1nc(S/C(C(=O)O)=C2/C(=O)Nc3ccccc32)n[nH]1,0,0.4,-4,38,-3,-1,-4.6,23,108,-1
COC(=O)C1=C(C)N(c2ccc(OC)c(OC)c2)C(=O)C1,-8,0.4,9,-6,2,-4,1.1,-6,110,·
CC1(C)NS(=O)(=O)Oc2ccccc21,-3,3.1,3,12,-7,-6,-2.2,12,105,2
C=CCn1c(SCC(=O)c2ccc(CNC(C)=O)o2)nc2ccccc2c1=O,0,1.6,-6,4,-4,-13,-1.3,6,98,-4
O=C(Cn1cnc2ccccc2c1=O)c1ccc2ccccc2c1,-8,0.1,3,-4,·,0,0.3,-2,96,·
COc1cc(OC)nc(NC(=O)NS(=O)(=O)c2ccccc2Cl)n1,0,-2.0,3,0,1,-11,-2.0,10,97,7
N#CC(C(=O)NCCc1ccccc1)c1nc2ccccc2nc1N1CCCCC1 (centres undefined),2,-0.8,0,22,·,-12,2.0,-12,97,·
O=C(CCNC(=O)OCc1ccccc1)NC1CCCCC1,-2,3.6,6,6,2,-9,0.0,0,106,6
C#CCOCCOCCOCCNc1nc(N2CCN(C(=O)[C@H](C(C)C)n3cc(CCO)nn3)CC2)nc(N2CCN(C(=O)[C@H](C(C)C)n3cc(CCO)nn3)CC2)n1,-5,0.3,0,-1,0,-2,1.1,-6,107,0
C#CC(C)OC(=O)Nc1cnccc1C(F)(F)F (centres undefined),-6,1.4,1,-6,3,-8,-3.1,15,109,2
COc1ccc(Nc2ccc([N+](=O)[O-])c3nonc23)c(OC)c1,-3,-0.7,-3,8,3,7,-5.3,26,92,1
O=C(O)C1CC=CCC1C(=O)Nc1cccc(F)c1 (centres undefined),-5,-1.8,0,13,0,-1,1.3,-8,77,·
COC(=O)c1cn(CC(=O)NCc2ccco2)c2ccccc12,1,3.3,1,-4,-1,-2,-3.3,18,100,0
O=C(CNCc1ccc(F)cc1)Nc1ccc(C(=O)N2CCCCC2)cc1,-1,1.6,-2,-5,-3,-9,-0.6,4,89,-1
Cn1c(SCC(=O)NNC(=O)Cc2ccccc2)nnc1-c1ccc(Cl)cc1,-4,0.3,-2,24,0,-1,-4.1,18,97,-3
CCS(=O)(=O)c1nc(S(=O)(=O)c2ccc(C)cc2)c(N2CCC(O)CC2)s1,-4,-1.6,-3,33,0,-6,-3.0,15,98,-1
CCOC(=O)/C(=C/Nc1ccccc1)[N+](=O)[O-],-5,-0.3,-6,18,4,5,-2.0,11,102,·
CN(Cc1cnccn1)C(=O)c1cc(COc2cccc(C(F)(F)F)c2)on1,2,0.5,-6,0,-2,4,-1.4,7,·,11
CSc1nnc(-c2cccc(NC(=O)c3ccccc3)c2)n1C,·,·,·,0,-1,·,·,·,104,2
CCOC(=O)C1CCN(S(=O)(=O)NC[C@H]2O[C@@H](n3cnc4c(N)ncnc43)[C@H](O)[C@@H]2O)C1 (some centres undefined),-5,-3.3,-5,-4,0,1,-3.7,18,99,-2
Cc1nc(NC(=O)C2CC2)sc1C(=O)Nc1cccc(Cl)c1,4,0.8,-3,-7,4,-1,-1.1,5,102,0
O=C(NCCc1ccccc1)C1CC(=O)N(C2CCCCC2)C1 (centres undefined),3,-0.5,-3,-4,-3,3,0.7,-3,105,0
CN1CCN(S(=O)(=O)c2ccccc2)CC1,-2,2.6,-3,5,3,-4,-1.3,7,112,0
Cc1cccc(C)c1NC(=O)COC(=O)CNC(=O)C1CCCCC1,-4,3.1,-3,1,0,-10,-0.6,2,117,-6
O=C(COc1ccccc1Cl)NCCCNC(=O)c1cccnc1,2,-1.1,8,45,1,-14,-0.2,1,·,-1
COC(=O)N/N=C/c1ccccc1OCc1ccccc1,-4,1.6,7,2,-1,-21,-0.5,2,100,-1
Cc1cccc(C)c1-n1nnnc1SCSc1nnnn1-c1c(C)cccc1C,3,1.6,3,1,1,-8,0.4,-2,104,·
COc1cccc(-c2cc(C(F)(F)F)nc(-n3cncn3)n2)c1,-1,-0.4,-1,3,-4,-6,-1.2,7,98,·
CCOc1cc(/C=C(\C#N)C(=O)Nc2ccccc2C(=O)O)ccc1OC(=O)c1ccc(C)cc1,3,-0.3,-2,-2,1,1,0.9,-5,107,2
CC(=O)N1CCN(C(=O)COC(=O)COc2ccc(C#N)cc2)CC1,1,-0.7,1,-7,4,-12,-1.2,8,97,-1
COc1cccc(CNC(=O)CCC(=O)N2CCOCC2)c1,2,-1.7,3,4,2,-2,1.2,-5,98,-1
CCCn1c(COc2ccc(C(=O)O)cc2)nc2ccccc21,2,0.2,-5,5,3,-6,-3.2,15,91,0
CC(=O)c1c(C)[nH]c(C(=O)Nc2cc(C)ccc2C)c1C,-3,-2.5,3,3,2,-8,-1.3,7,107,2
CCOc1ccccc1NC(=O)CN(C)S(=O)(=O)c1cccc2nsnc12,2,0.1,1,-8,-3,0,-2.4,14,·,0
Cc1ccc(C)c(NC(=O)Cn2c([N+](=O)[O-])cnc2C)c1,4,2.3,2,-1,3,-21,-2.6,14,81,·
CC1CCCN(CC(=O)Nc2ccc(S(=O)(=O)N3CCCCC3)cc2)C1 (centres undefined),-1,-0.8,11,2,-7,-9,4.7,-28,108,1
NC(=O)c1ccccc1NC(=O)CSC1=NCCS1,-8,-0.1,1,-8,-2,-1,-3.5,18,100,-1
CC(C)[C@H](NC(=O)N1c2ccccc2NC(=O)[C@@H]1C(C)C)C(=O)N[C@H](Cc1ccccc1)C(=O)O,1,4.2,-1,1,2,-2,-2.3,12,103,-1
NC(=O)C1=C[C@@H](C2CCCCC2)C[C@@H](OCCCCO)O1,-5,-1.8,2,1,0,-1,-2.6,15,104,-1
CCOc1ccc2nc(NC(NC(C)=O)(C(=O)OC)C(F)(F)F)sc2c1 (centres undefined),5,0.9,1,23,0,-4,-1.2,7,100,·
COC(=O)[C@@H]1C[C@H]2CC[C@H](O)C[C@H]2N1Cc1ccc(C(F)(F)F)cc1,-1,1.4,9,9,0,-17,-1.2,6,104,-2
CSCC[C@H](NC(=O)c1cccc(S(=O)(=O)N2CCCCCC2)c1)c1nc2ccccc2[nH]1,0,1.3,-4,4,-3,-8,-0.6,3,97,-3
CC(C)N(Cc1cc2ccccc2[nH]c1=O)C(=O)C1CCCCC1,-3,0.5,-4,9,0,3,-3.2,16,113,·
C=CC[n+]1c(C)csc1Nc1ccc(C)cc1,-4,1.4,-2,-4,0,5,1.0,-7,99,29
CS(=O)(=O)c1ccc(C(=O)CN2C(=O)NC3(CCCc4ccccc43)C2=O)cc1 (centres undefined),2,5.6,2,-28,8,-9,-0.5,3,99,3
N#Cc1cc2cc3c(cc2nc1SCC(=O)OC1CCCCC1)OCO3,8,-5.4,-8,40,7,-1,-0.3,2,96,-1
COc1ccc(N2CCN(C(=O)c3ccccc3NS(=O)(=O)c3ccccc3)CC2)cc1,1,0.7,-3,49,-4,4,-1.2,7,·,2
COc1ccc(NC(=O)CS(=O)(=O)c2ccccc2Cl)cc1,-4,-0.6,5,34,4,-3,-0.3,2,104,14
CN(CC(=O)Nc1ccc(F)cc1)C(=O)COC(=O)/C=C/c1ccc(OC(F)F)cc1,-1,1.3,-6,18,-4,4,-1.0,5,91,-16
CCOc1ccc(/C=N/NC(=O)c2ccccc2C)cc1CN1CC2CC(C1)c1cccc(=O)n1C2 (centres undefined),-2,-0.2,-9,10,2,0,-1.4,7,103,-3
# (more compounds)
SMILES,Keap1 Nrf2 FP,LANA DNA inh,RTF Ca sens act,Arr AP2 block,V-ATPase pHluor,Cardiac RTF inh,MOR-DOR ag,MOR-DOR inv ag,Pemphigus Ab inh,Wnt bcat act
COC(=O)c1cc(Cl)c(NC(=O)/C=C/c2ccc(Cl)cc2)cc1OC,-3,-0.9,0,0,1,-12,6.1,-32,98,·
Cc1ccc(NS(=O)(=O)c2cc(NC(=O)c3cc4c(s3)CCCC4)ccc2C)c(C)c1,1,2.4,1,6,0,7,0.8,-5,124,1
CCOc1ccc(OC(=O)c2cccc(S(=O)(=O)N3CCN(C)CC3)c2)cc1,-4,-0.8,-5,-9,-1,-7,-1.4,7,108,1
c1nc(SSc2ncnc3nc[nH]c23)c2[nH]cnc2n1,-10,2.6,3,-14,3,-15,1.6,-8,66*,-3
CCCN(CCC)C(=O)Cn1c(=O)c2sccc2n2c(=S)sc(-c3ccccc3)c12,-6,0.4,1,4,1,-11,-3.4,17,113,-2
O=C(NCc1ccccn1)c1ccc(CS(=O)(=O)Cc2ccc(Cl)cc2)o1,-2,4.4,-4,10,-7,-16,0.3,-2,99,·
Cc1ccccc1CN1C(=O)c2ccccc2Sc2ccc(C(=O)NCCN3CCOCC3)cc21,-5,0.5,-6,-1,1,0,-0.4,2,·,6
